# Screening data (PubChem BioAssay)
# Rv3671c inh: Rv3671c serine protease inhibitors, primary screen, biochemical, fluorescence polarization, M. tuberculosis H37Rv | inhibition, % at 5.96 µM | 0.048% of 320,000 active | P9WHR9; in the data active = inhibition above about 38%;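 note: extracellular domain of Rv3671c used as enzyme; 0% = enzyme with DMSO and 100% = no enzyme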
# Target sequence (P9WHR9 whole entry, looked up, the tested form may be a part): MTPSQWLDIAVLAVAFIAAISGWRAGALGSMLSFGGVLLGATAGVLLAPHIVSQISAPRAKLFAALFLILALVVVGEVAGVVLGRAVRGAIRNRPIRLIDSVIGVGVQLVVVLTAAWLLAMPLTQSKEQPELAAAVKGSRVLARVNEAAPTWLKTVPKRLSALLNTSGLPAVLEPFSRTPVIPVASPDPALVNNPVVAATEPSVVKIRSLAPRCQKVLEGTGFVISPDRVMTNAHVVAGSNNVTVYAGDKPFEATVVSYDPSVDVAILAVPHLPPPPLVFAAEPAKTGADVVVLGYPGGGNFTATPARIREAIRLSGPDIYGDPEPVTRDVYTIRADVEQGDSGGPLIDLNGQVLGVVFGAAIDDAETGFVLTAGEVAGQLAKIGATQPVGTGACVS
# FadD28 binding: inhibitors of FadD28 bisubstrate probe binding, primary screen, biochemical, fluorescence polarization, single point; inhibition, % at 12.5 µM; 0.22% of 360,000 active; AID 588549, 2011; in the data active = inhibition above about 8.5%, passing the limit was not always enough; inconclusive = no clear call, values can overlap the other calls
# BioA inh: M. tuberculosis BioA enzyme inhibitors, primary screen, biochemical, plate reader, single point, HTS; 7,8-diaminopelargonic acid synthase BioA (Mycobacterium tuberculosis); purified M. tuberculosis BioA enzyme; inhibition, % at 9.99 µM; 0.096% of 360,000 active; AID 602481, 2012; in the data active = inhibition above about 40%; inconclusive = no clear call, values can overlap the other calls
# Mtb FBA inh: Mtb FBA enzyme inhibitors, primary screen, biochemical, fluorescence, strain H37Rv; Fructose-bisphosphate aldolase (Mycobacterium tuberculosis (strain ATCC 25618 / H37Rv)), …; purified M. tuberculosis FBA, fluorescence read-out; inhibition, % at 1 µM; 2.3% of 360,000 active; in the data active = inhibition above about 27%;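 note: 0% = vehicle and 100% = reference inhibitor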
# PrPC TRFRET: inhibitors of human cell surface prion protein PrPC, primary screen, cell-based, TR-FRET. 0.43% of 370,000 active. Major prion protein (Homo sapiens), P04156. inhibition, % at 13.8 µM. TR-FRET read-out; in the data active = inhibition above about 24%; note: 0% = median of the test wells and 100% = reference compound wells
# GDH-TPI counter: GDH-TPI coupling enzyme inhibitors, primary screen, artefact control for M. tuberculosis FBA inhibitor project, biochemical, absorbance, full deck. GDH-TPI coupled enzyme counterscreen, NADH absorbance. inhibition, % at 4.8 µM. AID 588335, 2011. 1.2% of 360,000 active; in the data active = inhibition above about 30%;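 note: 0% = DMSO wells and 100% = wells lacking the enzyme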
# UGM FP inh: M. tuberculosis UGM enzyme inhibitors, primary screen, biochemical, fluorescence polarization, single point; 0.06% of 320,000 active; purified UGM, fluorescence polarization probe displacement; AID 504406, 2011; UDP-galactopyranose mutase (Mycobacterium tuberculosis (strain ATCC 25618 / H37Rv)), …; inhibition, % at 10 µM; in the data active = inhibition above about 10%, passing the limit was not always enough; inconclusive = no clear call, values can overlap the other calls
# Target sequence (P9WIQ1 whole entry, looked up): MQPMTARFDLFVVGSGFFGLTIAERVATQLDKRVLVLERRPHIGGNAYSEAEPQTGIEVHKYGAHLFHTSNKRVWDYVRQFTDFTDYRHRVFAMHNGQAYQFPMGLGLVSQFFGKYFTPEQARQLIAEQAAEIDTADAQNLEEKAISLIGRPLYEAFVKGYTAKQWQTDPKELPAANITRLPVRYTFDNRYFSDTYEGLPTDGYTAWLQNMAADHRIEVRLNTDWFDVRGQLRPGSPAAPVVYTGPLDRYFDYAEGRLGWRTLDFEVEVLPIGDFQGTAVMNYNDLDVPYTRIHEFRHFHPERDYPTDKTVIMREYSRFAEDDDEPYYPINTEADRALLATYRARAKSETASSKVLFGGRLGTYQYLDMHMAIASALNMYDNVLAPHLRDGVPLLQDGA
# MazF activator: activators of E. coli MazEF toxin-antitoxin RNase, primary screen, biochemical, fluorescence, uHTS | Endoribonuclease toxin MazF (Escherichia coli (strain K12)), P0AE70 | FAM/BHQ RNA-DNA oligo cleavage fluorescence, 5 h | activation, % at 20 µM | 0.32% of 350,000 active; in the data active = activation above about 50%
# Target sequence (P0AE70 whole entry, looked up): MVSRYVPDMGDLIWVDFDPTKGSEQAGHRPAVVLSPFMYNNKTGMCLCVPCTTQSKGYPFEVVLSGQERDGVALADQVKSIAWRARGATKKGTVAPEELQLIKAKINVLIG
# BoNT F protease: BoNT/F light chain protease inhibitors, primary screen, biochemical, flow cytometry, MLPCN library; Botulinum neurotoxin type F light chain protease (Clostridium botulinum); Multiplex microsphere protease cleavage assay; inhibition, % at 10 µM; 0.22% of 360,000 active; AID 588497, 2011; in the data active = inhibition above about 35%, passing the limit was not always enough; inconclusive = no clear call, values can overlap the other calls; note: plate controls were buffer without enzyme for full effect and enzyme alone for no effect
# * hit, by the source's call; ? = inconclusive; / = no result given. Rows are unselected. About 4.8% of those tested had a hit in this group.
SMILES,Rv3671c inh,FadD28 binding,BioA inh,Mtb FBA inh,PrPC TRFRET,GDH-TPI counter,UGM FP inh,MazF activator,BoNT F protease
Cc1nn(Cc2c(F)c(F)c(F)c(F)c2F)c(C)c1NC(=O)c1ccc(COc2ccccc2Cl)o1,-8,0.2,/,0,2,4,-0.2,-5,15
C=CCc1c(C)nc(SC(C)C)[nH]c1=O,0,-3.9,-5.6,0,6,1,5.7,2,?
Cc1cccc(N2CCN(S(=O)(=O)c3ccc(-c4ccc(=O)[nH]n4)o3)CC2)c1C,-9,-0.9,-4.3,1,2,8,2.2,7,-6
CC(Sc1nc(-c2ccccc2)cc(C(F)(F)F)n1)C(=O)N1CCC(C(N)=O)CC1 (stereo not given),4,-1.7,8.5,2,-5,10,1.4,3,12
CCC(CO)NC(=O)c1cccc(S(=O)(=O)N2c3ccccc3CC2C)c1 (stereo not given),-4,-2.0,1.1,-4,5,2,-1.7,8,-2
O=C(Nc1c[nH]c(=O)[nH]c1=O)c1ccc2c(c1)C(=O)N(c1cccc([N+](=O)[O-])c1)C2=O,/,-2.1,-0.6,2,0,-8,/,7,4
O=C(NCc1ccncc1)C(=O)Nc1nccs1,-5,-1.4,0.6,0,7,4,-2.7,11,/
O=C(NOC(=O)c1c(F)cccc1Cl)c1ccc(Cl)c(Cl)c1,-7,-2.3,-0.2,2,2,12,2.0,12,-14
CC(C)(C)NC(=S)N1CCn2cccc2C1c1cccnc1 (stereo not given),-1,-2.8,/,3,-3,3,0.3,3,5
Cc1cc(Cl)ccc1OC(C)c1nnc(N)s1 (stereo not given),10,-2.2,-0.1,-1,-3,6,-0.8,-15,-1
COCc1cc(CN2CCN(CCc3ccccc3)C(CCO)C2)ccc1OC (stereo not given),-5,-1.9,-1.1,3,-8,10,0.6,0,?
CC(C)(C)Cc1nnc(NC(=O)c2ccco2)s1,-3,-0.9,11,-2,6,16,1.1,-8,-30
O=C(CCn1c(=O)oc2ccc(Cl)cc21)N1CCN(Cc2ccccc2)CC1,-6,0.1,-0.3,0,-4,4,0.5,0,-9
CN(C)CCCn1c(SCc2c(Cl)cccc2Cl)nnc1-c1ccncc1,1,-1.4,0.2,2,-2,8,0.3,5,/
CCOC(=O)c1csc(-c2snnc2C)n1,-1,-4.1,/,-2,-8,9,0.8,1,-12
Cc1ccc(C)c(OCC(=O)Nc2ccc(N3CCOCC3)cc2N2CCOCC2)c1,10,-1.0,-0.7,3,-3,-4,1.7,7,-7
COC(=O)c1cnn(C(=O)c2ccccc2Br)c1N,-4,-1.6,/,5,4,6,1.2,-3,-4
COc1ccc(NS(=O)(=O)c2cc(NC(=O)CCNC(=O)c3ccco3)ccc2OC)cc1,/,0.2,-0.8,-3,5,7,/,5,-1
Cc1c(N=Cc2ccc(Br)s2)cccc1[N+](=O)[O-],1,-1.3,-0.4,1,-2,0,-2.3,-8,-2
COc1ccc(C2=NOC(C)(c3nnc(-c4ccc(F)cc4)o3)C2)cc1 (stereo not given),-1,/,2.0,4,-3,0,-2.7,2,-2

# Two consecutive records from above, quoted:
SMILES,Rv3671c inh,FadD28 binding,BioA inh,Mtb FBA inh,PrPC TRFRET,GDH-TPI counter,UGM FP inh,MazF activator,BoNT F protease
Cc1c(N=Cc2ccc(Br)s2)cccc1[N+](=O)[O-],1,-1.3,-0.4,1,-2,0,-2.3,-8,-2
COc1ccc(C2=NOC(C)(c3nnc(-c4ccc(F)cc4)o3)C2)cc1 (stereo not given),-1,/,2.0,4,-3,0,-2.7,2,-2

# Returning to the listing, repeating the four entries before the break.
SMILES,Rv3671c inh,FadD28 binding,BioA inh,Mtb FBA inh,PrPC TRFRET,GDH-TPI counter,UGM FP inh,MazF activator,BoNT F protease
COC(=O)c1cnn(C(=O)c2ccccc2Br)c1N,-4,-1.6,/,5,4,6,1.2,-3,-4
COc1ccc(NS(=O)(=O)c2cc(NC(=O)CCNC(=O)c3ccco3)ccc2OC)cc1,/,0.2,-0.8,-3,5,7,/,5,-1
Cc1c(N=Cc2ccc(Br)s2)cccc1[N+](=O)[O-],1,-1.3,-0.4,1,-2,0,-2.3,-8,-2
COc1ccc(C2=NOC(C)(c3nnc(-c4ccc(F)cc4)o3)C2)cc1 (stereo not given),-1,/,2.0,4,-3,0,-2.7,2,-2
CSC1=N/C(=C\c2ccc(C)s2)C(=O)S1,-3,-1.1,2.8,-3,4,-1,-2.6,532*,-2
CCOc1ccc(Cc2nnc(SCC(=O)Nc3ccc(C(C)=O)cc3)[nH]c2=O)cc1,1,-1.6,-0.9,0,6,-2,1.2,-3,0
Cc1ccc(C)c(N2CCN(CC3CC=CCC3)CC2)c1 (stereo not given),4,-4.2,0.9,-2,-3,8,-2.7,2,12
CCCCCCc1cc2cc(C(=O)Nc3ccc(OC)cc3)c(=O)oc2cc1O,-6,-3.6,/,-1,5,-11,-0.7,6,-7
O=C(COC(=O)C1=COCCO1)Nc1cccc(S(=O)(=O)N2CCOCC2)c1,-6,-4.2,-0.9,-1,-3,2,2.4,-1,1
OCC[C@H]1C[C@H](O)[C@@H](O)[C@]2(OCc3ccccc32)O1,9,-3.5,-1.2,0,-4,-2,2.2,4,0
O=C(c1cn(-c2ccccc2)nc1-c1ccc(Cl)cc1)N1CCOCC1,1,-0.6,/,-1,3,7,-2.9,-2,-5
CC(N=Cc1nc(-c2ccccc2)oc1O)c1ccccc1 (stereo not given),3,-1.3,0.3,-4,4,47*,-1.0,2,1
CS(=O)(=O)N(CCc1ccccc1)CC(=O)N1CCCC1,11,-2.4,/,3,-1,-3,-2.4,9,2
C/C(=N\NC(=O)Cc1ccc(O)cc1)c1cccnc1,/,1.1,-0.8,4,5,2,-1.7,4,2
O=C(CN1CCN(c2ccc(F)cc2)CC1)N1CCOCC1,3,-4.0,-0.8,8,-2,-16,-1.9,4,3
Cc1cc(Cl)c(S(=O)(=O)N2CC(C)OC(C)C2)cc1OCC(N)=O (stereo not given),-2,-3.8,0.7,3,5,0,-1.0,-12,/
CCOc1ccccc1/C=C(/C#N)C(N)=O,4,0.4,1.2,1,-2,8,-2.2,8,0
C=CCN(CC=C)C(=O)Nc1ccc(OCC)cc1,-1,-1.9,/,-4,-1,10,-1.7,4,-19
NC(=O)COC(=O)c1ccccc1OCc1ccc(Cl)cc1,11,-1.9,/,6,3,3,-0.9,-4,-1
Nc1nonc1-n1nnc(C(=O)N/N=C/c2cc(Br)ccc2O)c1CSC1=NCCS1,-53,-2.1,0.6,3,-1,26,1.1,-24,-12
COc1ccc(CCNC(=O)Cn2c(=O)oc3cc(Cl)ccc32)cc1OC,-22,-2.7,-0.4,0,-1,-6,1.8,10,-3
Cc1oc2c(CN3CCCCC3)c(O)ccc2c(=O)c1-c1ccc(Cl)cc1,6,/,5.1,113*,-5,12,1.4,10,18
COc1ccc(N2CCN(C(=O)c3ccc4c(=O)n(CC5CCCO5)c(=O)[nH]c4c3)CC2)cc1 (stereo not given),-3,1.1,0.3,2,-3,3,-0.5,2,7
CCc1c(C)nc(SCC(=O)Nc2ccc(Br)cc2)[nH]c1=O,-1,-1.4,-1.3,4,1,8,1.5,-12,-10

# As entered above.
# Value of CCOc1ccccc1/C=C(/C#N)C(N)=O in Rv3671c inh: 4
# Value of CCOc1ccc(Cc2nnc(SCC(=O)Nc3ccc(C(C)=O)cc3)[nH]c2=O)cc1 in FadD28 binding: -1.6
# Value of CSC1=N/C(=C\c2ccc(C)s2)C(=O)S1 in Mtb FBA inh: -3

# Returning to the listing, repeating the 2 entries before the break.
SMILES,Rv3671c inh,FadD28 binding,BioA inh,Mtb FBA inh,PrPC TRFRET,GDH-TPI counter,UGM FP inh,MazF activator,BoNT F protease
COc1ccc(N2CCN(C(=O)c3ccc4c(=O)n(CC5CCCO5)c(=O)[nH]c4c3)CC2)cc1 (stereo not given),-3,1.1,0.3,2,-3,3,-0.5,2,7
CCc1c(C)nc(SCC(=O)Nc2ccc(Br)cc2)[nH]c1=O,-1,-1.4,-1.3,4,1,8,1.5,-12,-10
Cc1nc2ccccc2nc1N1CCC(C)CC1,-10,-2.8,1.1,0,-2,-6,1.6,5,7
O=C(NCc1ccc(C(=O)O)cc1)OCc1ccccc1,3,-0.3,/,1,-1,-4,3.5,6,0
Clc1ccc(N(CC2CO2)CC2CO2)cc1 (stereo not given),/,-0.3,/,-2,8,5,/,-4,8
Cc1cc(/C=C2/SC(=O)N(CC(=O)N3CCOCC3)C2=O)c(C)n1-c1ccccc1F,3,1.2,/,-1,-5,5,0.7,20,-8
CCn1c(=O)c2cc(S(=O)(=O)NCCOc3ccccc3)ccc2n(CC)c1=O,-8,-4.9,0.6,0,7,9,2.7,9,-7
COc1ccc(NC(=O)c2cc(S(=O)(=O)N3CCS(=O)(=O)CC3)ccc2Cl)cc1,-4,-1.5,0.4,-1,0,-2,5.6,-4,-2
CCCC1NC(=O)c2cc3ccccc3cc2-n2c1nc1cc(F)ccc1c2=O (stereo not given),/,-2.3,2.0,-2,0,12,/,1,-3
CCOC(=O)C1CCN(C(=O)CCc2c(C)nc3c(-c4ccc(F)cc4)c(C)nn3c2C)CC1,3,0.4,1.5,-1,5,-2,3.2,0,-1
Cc1ccc(C(=O)Nn2c(N)c(S(=O)(=O)c3ccc(C)cc3)c3nc4ccccc4nc32)cc1,-24,0.7,-2.5,65*,5,35*,1.3,-2,4
Cc1cc(C)c(O)c(CN(C)Cc2cc(Cl)cc(Cl)c2O)c1,/,2.0,0.9,4,-5,9,/,10,-6
COc1cc(C(=S)N2CCOCC2)ccc1OC(=O)c1cc([N+](=O)[O-])c(C)c([N+](=O)[O-])c1,3,-0.5,-1.0,-3,2,6,-1.2,-3,4
N=c1n(CC(=O)c2ccc([N+](=O)[O-])cc2)c2ccccc2n1Cc1ccccc1,-1,-3.2,0.4,1,-1,3,-3.8,329*,-2
CCOc1ccc(-c2c(=O)n(OCC)c3ccccc3[n+]2[O-])cc1,-4,/,0.1,-1,-35,1,-1.0,1,-2
COC(=O)C1=C(c2ccc(C(C)=O)cc2)C[C@@H]2CC[C@H]1N2C(=O)NCCOc1ccccc1Cl,-7,-2.5,3.2,0,1,7,4.4,-3,-4
O=S(=O)(CCc1nc2ccccc2o1)c1ccc2ccccc2c1,6,0.8,-0.5,1,2,6,0.5,-2,-6
CCOC(=O)N1CCN(CC(=O)Nc2nc3ccccc3s2)CC1,4,-0.1,-3.1,-2,10,3,-0.4,7,23
Cc1cccc(-c2oc3ccc(-c4ccc5c(c4)OCO5)cc3c2-c2ccc(OC3CCCCO3)cc2)c1 (stereo not given),7,-1.9,-1.1,1,-5,6,0.1,7,5
CN(C)CCCNC(=S)N(CCN(C)C)Cc1cc2cc3c(cc2[nH]c1=O)OCCO3,-2,0.3,-1.2,9,-6,17,0.5,5,0
CCCCN(C(=O)C1CC(=O)N(c2ccc3c(c2)OCCO3)C1)c1c(N)n(CC(C)C)c(=O)[nH]c1=O (stereo not given),/,-1.6,0.5,3,0,9,/,-2,2
